Screening data (PubChem)
CHRM4 PAM: positive allosteric modulators of human muscarinic M4 receptor; AID 624126; activation, % at 3 µM; 360,000 tested, 0.4% active; CHO-K1 hM4/Gqi5, Fluo-8 calcium fluorescence, ACh EC20; 0% = ACh EC20, 100% = maximal ACh;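 active means activation above its plate's cutoff, the mean activation of sample wells plus 3 SD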; further: some results filed as inactive read as strong as hits
Target sequence (P08173 whole entry, looked up): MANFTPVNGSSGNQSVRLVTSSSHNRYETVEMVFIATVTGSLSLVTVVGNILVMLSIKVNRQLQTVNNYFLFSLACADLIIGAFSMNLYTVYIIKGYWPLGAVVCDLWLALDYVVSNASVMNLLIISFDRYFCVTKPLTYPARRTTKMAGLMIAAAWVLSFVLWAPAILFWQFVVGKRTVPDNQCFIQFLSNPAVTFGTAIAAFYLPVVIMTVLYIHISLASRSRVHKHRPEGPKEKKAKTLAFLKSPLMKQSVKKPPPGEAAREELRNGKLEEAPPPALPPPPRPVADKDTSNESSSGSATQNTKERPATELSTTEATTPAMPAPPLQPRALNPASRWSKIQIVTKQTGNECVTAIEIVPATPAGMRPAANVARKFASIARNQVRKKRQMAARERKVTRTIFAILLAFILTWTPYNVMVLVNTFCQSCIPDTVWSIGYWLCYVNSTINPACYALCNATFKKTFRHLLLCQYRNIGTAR
CHO-K1 Ca antag: nonselective inhibitor or artifact in parental CHO-K1 cells | inhibition, % at 3 µM | ATP-induced calcium, Fluo-8 fluorescence | 360,000 tested, 0.6% active;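 active means inhibition above a per-plate cutoff, the plate's mean sample inhibition plus 3 SD, cut at about 24% in these data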;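 further: 0% = DMSO plus EC80 ATP and 100% = DMSO alone without ATP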
M4 antag: blocks acetylcholine activation of human M4 receptor. P08173. 360,000 tested, 0.73% active. inhibition, % at 3 µM. CHO-hM4 cells, ACh EC80, Fluo-8 calcium fluorescence. AID 624125;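 active means inhibition above its plate's cutoff, the mean inhibition of sample wells plus 3 SD, cut at about 27% in these data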;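 further: 0% = acetylcholine EC80 with DMSO and 100% = DMSO without agonist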
M5 ag: CHRM5 agonism in calcium assay; P08912; CHO-K1 hM5 cells, Fluo-8 calcium fluorescence; 0% DMSO wells, 100% maximal acetylcholine response; activation, % at 3 µM; 360,000 tested, 0.19% active; AID 624037;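 active means activation above the run's mean over test compounds plus 3 SD, cut at about 23% in these data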;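 further: signal is peak over basal fluorescence ratio across the kinetic read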
M1 ag parental: M1 agonist counterscreen hit in parental CHO-K1 cells | Fluo-8 calcium fluorescence; scaled to maximal ATP response, vehicle zero | activation, % at 3 µM | 360,000 tested, 0.48% active; in the data active means activation above about 15%;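 further: untransfected CHO-K1 host cells lacking M1 receptor as counterscreen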
M5 PAM: CHRM5 positive allosteric modulation | P08912 | CHO-K1 hM5, Fluo-8 calcium, ACh EC20 PAM; 0% = ACh EC20, 100% = ACh EC100 | activation, % at 3 µM | 360,000 tested, 0.3% active | AID 624038;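 active means activation above the run cutoff, the mean activation of all test compounds plus 3 SD, cut at about 18% in these data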
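Measured by: Fluo-8 calcium fluorescence; material: human M5 receptor in CHO-K1 cells; schedule: Post-acetylcholine fluorescence recording 140 s; benchmarks: low control EC20 acetylcholine (0%), high control EC100 acetylcholine (100%); read-out: Max/basal fluorescence ratio as % of EC20–EC100 ACh window; compound: single dose, 3 µM nominal final test concentration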
M5 antag: blocks acetylcholine activation of human M5 receptor | P08912 | CHO-hM5 cells, Fluo-8 calcium fluorescence, ACh EC80 | inhibition, % at 3 µM | 360,000 tested, 0.59% active;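 active means inhibition above a per-plate cutoff, the mean of that plate's test compounds plus 3 SD, cut at about 27% in these data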;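 further: 0% = acetylcholine EC80 with DMSO and 100% = DMSO without agonist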
CHO-K1 Ca PAM: counter-screen for M1 PAMs: effect in parental CHO-K1 cells | ATP EC20, Fluo-8 calcium fluorescence; 0% at ATP EC20, 100% at ATP max | activation, % at 3 µM | 360,000 tested, 0.02% active;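 active means activation above the run cutoff, the mean activation of all test compounds plus 3 SD, cut at about 40% in these data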;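 further: peak over basal fluorescence ratio in a 140 s read after ATP addition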
M4 ag: agonists of human muscarinic M4 receptor (CHRM4); AID 624127; 360,000 tested, 0.14% active; activation, % at 3 µM; CHO-K1 hM4/Gqi5, Fluo-8 calcium fluorescence; vehicle 0%, full acetylcholine response 100%;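 active means activation above the run mean over all test wells plus 3 SD, cut at about 32% in these data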;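 further: peak over basal fluorescence ratio per well then scaled between controls; 0% = DMSO wells and 100% = acetylcholine at EC100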
* hit, by the source's call. Some of the compounds tested, so the mix of outcomes need not match the whole.

entry	molecule	CHRM4 PAM	CHO-K1 Ca antag	M4 antag	M5 ag	M1 ag parental
1	C=CCn1c(O)c(C(C)=NCCc2c[nH]c3ccccc23)c(=O)[nH]c1=O	-22	1	18	-3	0.2
2	COc1ccc2[nH]c(C)c(CCNCc3cc(OC)c(OC)c(OC)c3)c2c1	6	-15	-6	-1	0.6
3	O=C(CCl)Nc1nccs1	-12	-10	2	1	1.3
4	COc1ccc(OCC(=O)N2CCN(CC3CC4C=CC3C4)CC2)cc1 (stereo not drawn)	-6	-7	5	-6	1.3
5	Cc1cccc(N=C2c3cc([N+](=O)[O-])ccc3-c3c2cc([N+](=O)[O-])cc3[N+](=O)[O-])c1	3	10	6	2	0.5
6	C=CCn1c(O)c(C=Nc2ccc(F)cc2)c(=O)[nH]c1=O	-1	-12	8	1	1.6
7	c1ccc(CN2CCNCC2)nc1	-4	-4	-1	-3	-0.2
8	O=C(c1ccc(F)cc1)C(Cc1ccccc1)N1CCCCC1 (stereo not drawn)	3	-2	-1	0	10
9	Cc1ccc(NS(=O)(=O)c2ccc(OCC(=O)N3CCN(C)CC3)cc2)cc1	8	-2	-8	-2	0.9
10	C=Cn1ccnc1P(O)(=S)c1nc(C)c(CCOC(C)=O)s1 (stereo not drawn)	-1	-6	-7	3	0.4

entry	M5 PAM	M5 antag	CHO-K1 Ca PAM	M4 ag
1	-14	0	-14	1
2	7	1	3	2
3	-1	-7	14	0
4	-2	3	26	2
5	3	24	-19	5
6	-1	3	13	1
7	2	4	0	0
8	1	10	5	1
9	1	5	-5	2
10	-9	5	8	2

Some entries already given, reduced to CHO-K1 Ca PAM and M4 ag:
item | SMILES | CHO-K1 Ca PAM | M4 ag
6 | C=CCn1c(O)c(C=Nc2ccc(F)cc2)c(=O)[nH]c1=O | 13 | 1
7 | c1ccc(CN2CCNCC2)nc1 | 0 | 0
8 | O=C(c1ccc(F)cc1)C(Cc1ccccc1)N1CCCCC1 (stereo not drawn) | 5 | 1
9 | Cc1ccc(NS(=O)(=O)c2ccc(OCC(=O)N3CCN(C)CC3)cc2)cc1 | -5 | 2

Back to the main list, starting 2 compounds before the break.
entry	molecule	CHRM4 PAM	CHO-K1 Ca antag	M4 antag	M5 ag	M1 ag parental
9	Cc1ccc(NS(=O)(=O)c2ccc(OCC(=O)N3CCN(C)CC3)cc2)cc1	8	-2	-8	-2	0.9
10	C=Cn1ccnc1P(O)(=S)c1nc(C)c(CCOC(C)=O)s1 (stereo not drawn)	-1	-6	-7	3	0.4
11	Cc1cccc(OP(N)(=O)Oc2cccc(C)c2)c1	-26	1	6	2	5.9
12	COC(=O)C(=O)N1CC2(C)CNCC(C)(C1)C2=O	2	-11	-23	-5	0.2
13	CCOc1cc2c(cc1OCC)-n1cccc1C(c1ccccc1O)NC2 (stereo not drawn)	-3	-6	-10	-2	0.8
14	CN[C@H](C)[C@H](O)c1ccccc1	0	-6	-1	1	0.2
15	CCc1ccc(NP(=O)(Oc2ccccc2F)Oc2ccccc2F)cc1	-9	12	6	-5	-0.3
16	CC12CCC3C(CCC4C/C(=N/O)CCC43C)C1CCC2O (stereo not drawn)	-1	-3	2	-1	1.9
17	COC(=O)C1=C(c2ccccc2OCc2ccccc2)C[C@@H]2CC[C@H]1N2C(=O)NCc1ccc(Br)cc1	2	-16	6	-1	1.5
18	CCCCCn1c(=O)c(C(=O)Nc2ccccc2Cl)c(O)c2ccccc21	3	-9	5	4	0.6
19	O=C(NCC(c1cccnc1)N1CCOCC1)Oc1ccccc1 (stereo not drawn)	-3	-14	13	0	0.6
20	O=C(Cn1cc(C(=O)c2ccccc2F)c2ccccc21)NCc1ccco1	-8	4	1	1	-0.7

entry	M5 PAM	M5 antag	CHO-K1 Ca PAM	M4 ag
9	1	5	-5	2
10	-9	5	8	2
11	-20	8	-12	15
12	0	10	9	2
13	-2	-1	-3	2
14	1	-1	18	0
15	-4	4	-12	-1
16	-3	1	6	3
17	-9	8	16	1
18	-1	-9	11	1
19	0	4	19	1
20	-6	12	-9	-1

Other entries:
entry	molecule	CHRM4 PAM	CHO-K1 Ca antag	M4 antag	M5 ag	M1 ag parental
21	CC(=O)Nc1nnc(CCN(CCc2nnc(NC(C)=O)s2)[N+](=O)[O-])s1	-8	-5	4	4	0.7
22	CC=CC(C)=CC(C)C(=O)CC(O)CC1CC(=O)NC(=O)C1 (stereo not drawn)	-2	-8	0	0	-0.3
23	C/C=C1\NC(=O)[C@@H](NC(=O)[C@H](CCc2ccc(O)cc2)NC(=O)[C@H](C)NC(=O)[C@H](O)CO)[C@@H](C)OC(=O)[C@H](C(C)C)NC(=O)[C@H](Cc2ccc(O)cc2)N(C)C(=O)[C@H](Cc2ccccc2)N2C(=O)C(CC[C@H]2O)NC1=O (stereo partly drawn)	3	10	-5	2	0.3
24	CCOC(=O)C1=C(C)c2ccccc2OC1(C(=O)OCC)c1ccccc1 (stereo not drawn)	-2	-14	-2	-1	-0.3
25	NCCc1c[nH]c2ccc(C(N)=O)cc12	-1	-6	2	0	-0.1
26	CC(=NCCO)c1c(O)n(C)c(=O)n(C)c1=O	4	-7	2	1	0.3

entry	M5 PAM	M5 antag	CHO-K1 Ca PAM	M4 ag
21	1	6	8	0
22	1	-5	9	0
23	0	-5	-11	0
24	-6	7	0	-2
25	-3	5	-4	-1
26	-1	-1	2	0

Gathered by group, the entries above containing fluorine.
entry	molecule	CHRM4 PAM	CHO-K1 Ca antag	M4 antag	M5 ag	M1 ag parental
6	C=CCn1c(O)c(C=Nc2ccc(F)cc2)c(=O)[nH]c1=O	-1	-12	8	1	1.6
8	O=C(c1ccc(F)cc1)C(Cc1ccccc1)N1CCCCC1 (stereo not drawn)	3	-2	-1	0	10
15	CCc1ccc(NP(=O)(Oc2ccccc2F)Oc2ccccc2F)cc1	-9	12	6	-5	-0.3
20	O=C(Cn1cc(C(=O)c2ccccc2F)c2ccccc21)NCc1ccco1	-8	4	1	1	-0.7

entry	M5 PAM	M5 antag	CHO-K1 Ca PAM	M4 ag
6	-1	3	13	1
8	1	10	5	1
15	-4	4	-12	-1
20	-6	12	-9	-1
